High-throughput results deposited in PubChem BioAssay by Sanford-Burnham Center for Chemical Genomics.
APJ antagonist – antagonists of human apelin receptor APJ, primary screen, CHO-K1 cells, beta-arrestin complementation, luminescence; inhibition, % at 20 µM; hit rate 0.32% among 330,000;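 active = inhibition above about 40% at 20 µM, limit read from the data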;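 also: cells challenged with 10 nM apelin-13 agonist together with compound; plate controls were apelin-13 plus DMSO wells for no effect and DMSO wells lacking apelin-13 for full effect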
Target sequence (P35414 whole entry, looked up): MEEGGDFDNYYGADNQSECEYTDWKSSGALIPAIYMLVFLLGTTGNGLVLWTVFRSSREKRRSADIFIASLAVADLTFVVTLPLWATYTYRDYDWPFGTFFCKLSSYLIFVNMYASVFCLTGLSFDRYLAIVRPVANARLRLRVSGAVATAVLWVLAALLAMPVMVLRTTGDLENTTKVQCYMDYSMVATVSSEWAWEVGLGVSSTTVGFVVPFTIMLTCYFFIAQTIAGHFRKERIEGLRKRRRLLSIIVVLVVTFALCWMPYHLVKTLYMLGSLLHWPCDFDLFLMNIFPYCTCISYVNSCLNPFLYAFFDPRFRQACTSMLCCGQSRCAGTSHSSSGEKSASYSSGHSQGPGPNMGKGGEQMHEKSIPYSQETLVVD
TIM10 inh – growth inhibitors of isogenic TIM10 control yeast, primary screen, counter-screen for tim10-1 yeast inhibitor project, luminescence, uHTS; S. cerevisiae TIM10 strain growth, BacTiter-Glo luminescence, 24 h; inhibition, % at 10 µM; hit rate 1.4% among 330,000; AID 463195, 2010;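 active = inhibition of 40% or more at the single tested concentration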;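 also: wild-type TIM10 isogenic control strain grown at permissive 25 °C; 0% = DMSO yeast wells and 100% = minimal medium wells without yeast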
tim10-1 inh – growth inhibitors of tim10-1 mutant yeast, primary screen, luminescence, uHTS; S. cerevisiae tim10-1 ts strain growth, BacTiter-Glo, 24 h; inhibition, % at 20 µM; hit rate 2.2% among 330,000; AID 463190, 2010;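 active = inhibition of at least 40%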;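 also: mutant grown at 25 °C; 0% = DMSO wells with yeast and 100% = wells holding no yeast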
Mdm2-MdmX inh – inhibitors of human Mdm2-MdmX association, primary screen, cell-based, luminescence, split luciferase, SaOS-2, uHTS; SaOS-2 split-luciferase Mdm2/MdmX complementation; Protein Mdm4 (Homo sapiens) + E3 ubiquitin-protein ligase Mdm2 (Homo sapiens), …; hit rate 3% among 330,000; inhibition, % at 8 µM;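 active = inhibition of at least 50% at 8 µM in the primary screen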
APJ ag – agonists of human apelin receptor APJ, primary screen, CHO-K1 cells, PathHunter beta-arrestin, luminescence | AID 2520, 2010 | 0% DMSO wells, 100% apelin | activation, % at 20 µM | hit rate 0.11% among 330,000 | P35414;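 active = activation more than six SD over the plate average, tested at 20 µM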;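 also: 0% = DMSO alone and 100% = apelin-13 at 10 nM; some results filed as inactive read as strong as hits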
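Assay system – PathHunter CHO-K1 APJ (AGTRL-1) beta-arrestin reporter cells · Compound – one dose, 20 µM compound, 1% DMSO · Timing – compound 90 min 25 °C, reagent 1 h · Measured by – luminescence from split beta-galactosidase complementation, Galacton Star/Emerald II substrate · Measure – beta-arrestin recruitment to APJ as agonist activity, luminescent signal · Benchmarks – DMSO vs Apelin-13 10 nM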
CXCR6 block – CXCR6 receptor inhibitors, primary screen, cell-based, beta-arrestin, luminescence, CHO-K1 PathHunter, 1536-well; inhibition, % at 20 µM; hit rate 0.36% among 360,000; C-X-C chemokine receptor type 6 (Homo sapiens), O00574; in the data active = inhibition above about 34%, passing the limit was not always enough;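 also: antagonist mode with CXCL16 agonist at 10 nM final; 0% = 10 nM CXCL16 with DMSO and 100% = unstimulated wells without agonist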
Target sequence (O00574 whole entry, looked up): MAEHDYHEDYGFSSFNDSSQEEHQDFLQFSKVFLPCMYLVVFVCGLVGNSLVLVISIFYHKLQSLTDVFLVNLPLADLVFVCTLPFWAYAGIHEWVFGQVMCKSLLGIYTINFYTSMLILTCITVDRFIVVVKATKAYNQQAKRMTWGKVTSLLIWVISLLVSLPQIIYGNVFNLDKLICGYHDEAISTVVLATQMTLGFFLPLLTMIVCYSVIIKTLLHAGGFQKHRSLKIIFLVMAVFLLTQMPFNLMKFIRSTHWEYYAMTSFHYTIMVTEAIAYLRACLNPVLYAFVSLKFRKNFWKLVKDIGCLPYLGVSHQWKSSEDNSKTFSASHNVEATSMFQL
tim23-1 inh – growth inhibitors of tim23-1 mutant yeast, primary screen, luminescence, uHTS. S. cerevisiae tim23-1 growth, BacTiter-Glo luminescence, 24 h. inhibition, % at 20 µM. hit rate 1.3% among 330,000;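 active = growth inhibition of the mutant yeast at or above 50%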;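 also: temperature-sensitive mutant grown at 25 °C; plate controls were DMSO-treated mutant yeast for no effect and medium wells lacking yeast for full effect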
XBP1 UPR activ – activators of adaptive XBP1 UPR arm, primary screen, cell-based, CHO-XBP1 luciferase reporter, luminescence, uHTS | IRE1-XBP1 UPR activation; percent of tunicamycin response, DMSO as zero | hit rate 0.33% among 330,000 | activation, % at 20 µM | AID 463104, 2010;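 active = versus positive control, 20 µM dose yields 30% or more activation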;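 also: 100% = tunicamycin at 10 µg/mL and 0% = DMSO only wells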
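Test system: CHO-XBP1 luciferase reporter cells | Buffer or medium: Serum-containing F12 medium, 10% FBS | Schedule: 6 h compound exposure at 37 °C, 5% CO2 | Detection: Steady-Glo luciferase glow luminescence, 10 min after reagent addition | Read-out basis: Activation, % of tunicamycin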
UPR CHOP act – activators of apoptotic CHOP UPR arm, primary screen, cell-based, CHO-CHOP luciferase reporter, luminescence, uHTS | UPR activation; percent of tunicamycin response over DMSO baseline | activation, % at 10 µM | hit rate 0.34% among 330,000 | AID 449763, 2010;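 active = at 10 µM dose, activation of 40% or more, normalized to positive control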;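 also: 100% = tunicamycin at 10 µg/mL and 0% = DMSO alone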
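System: CHO-CHOP luciferase reporter cell line | Buffer or medium: F12 medium containing 10% fetal bovine serum | Doses: One dose, 10 µM in 0.5% DMSO | Times: 6 h compound exposure at 37 °C after overnight seeding | Signal: Luciferase luminescence | Read-out: % activation vs tunicamycin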
Active calls of the source: *. These rows are one share of the data (hit frequency here may not be typical).

SMILES	APJ antagonist	TIM10 inh	tim10-1 inh	Mdm2-MdmX inh	APJ ag	CXCR6 block	tim23-1 inh	XBP1 UPR activ	UPR CHOP act
CC(=O)Nc1nnc(SCC(=O)N2CCN(Cc3ccccc3)CC2)s1	11	-8	11	13	-2	-8	14	-3	-0.1
Cc1occc1C(=O)Nc1cc(S(=O)(=O)N2CCOCC2)ccc1OC(C)C	-8	-2	2	11	-4	-7	1	-3	2.2
N#Cc1ccc(OCC(=O)Nc2nc(-c3ccncc3)cs2)cc1	-73	-6	-2	26	3	-7	-7	9	2.3
CCN1CCN(C(CNS(=O)(=O)c2ccc(OC)c(C)c2)c2cccnc2)CC1 (stereo unspecified)	20	5	-7	-1	-1	11	4	-5	1.1
O=C([C@H](O)c1ccccc1)N1CCC[C@H]1CO	12	6	11	1	0	2	-5	0	3.9
CCC(=O)Nc1cccc(-c2cnc3ccccc3n2)c1	13	-2	12	-18	-1	2	-13	7	4.1
O=C(CCNS(=O)(=O)c1cccc2nsnc12)NCCC1=CCCCC1	3	10	12	18	2	-5	18	-2	0.3
CCOC(=O)/C(C#N)=C/c1c(N2CCN(Cc3ccc4c(c3)OCO4)CC2)nc2c(C)cccn2c1=O	16	17	14	23	-4	9	17	2	-0.6
COc1ccc(C(C(=O)NC2CCCC2)N(C(=O)c2ccco2)c2cc3c(cc2C(C)=O)OCO3)cc1OC (stereo unspecified)	-5	4	19	-1	0	9	12	-2	-0.1
Cc1ccc(S(=O)(=O)Nc2cccc(S(=O)(=O)N3CCCC3)c2)cc1C	24	6	7	-11	0	-9	25	-4	0.7
O=c1oc2ccccc2c2c1nnn2CCO	-6	8	5	11	4	-7	9	1	20
CN(C(=O)COC(=O)CNC(=O)C12CC3CC(CC(C3)C1)C2)C1CCS(=O)(=O)C1 (stereo unspecified)	-9	1	-6	13	-1	1	-5	-2	0.9
Cc1cc(C)n2nc(C(=O)Nc3nnc(C4CC4)s3)nc2n1	1	7	25	-7	5	-4	15	4	-0.2
Cc1onc(-c2ccccc2Cl)c1C(=O)Nc1nnc(Cc2ccc(Cl)cc2)s1	14	11	18	1	-1	-7	21	-2	0.1
Cc1ccccc1OCCCC(=O)Nc1ccccc1C(F)(F)F	10	4	29	-9	-1	-8	3	-3	-1.4
CN(C)c1ccc(/C=N/NC(=O)c2cccc(C(=O)N/N=C/c3ccc(N(C)C)cc3)n2)cc1	-8	-28	16	27	1	-9	-1	4	2.5
Cc1noc(C)c1S(=O)(=O)N1CCC2(CC1)OCCO2	-16	6	10	11	-1	1	12	-2	2.1
COc1cc(C(C(=O)NCC2CCCO2)N(C(=O)Cn2nnc3ccccc32)c2ccc(C(C)=O)cc2)ccc1O (stereo unspecified)	-3	-9	-2	12	-4	-2	12	-5	0.3
Oc1cc(Nc2ccncc2)cc2cccnc12	-19	8	7	38	2	-10	-2	5	1.4
c1ccc(-c2nc(NC3CC3)nc(-n3ccnc3)n2)cc1	10	36	21	20	-3	1	32	1	-1.8

The list goes on; it opens with the three that closed the last part.
SMILES	APJ antagonist	TIM10 inh	tim10-1 inh	Mdm2-MdmX inh	APJ ag	CXCR6 block	tim23-1 inh	XBP1 UPR activ	UPR CHOP act
COc1cc(C(C(=O)NCC2CCCO2)N(C(=O)Cn2nnc3ccccc32)c2ccc(C(C)=O)cc2)ccc1O (stereo unspecified)	-3	-9	-2	12	-4	-2	12	-5	0.3
Oc1cc(Nc2ccncc2)cc2cccnc12	-19	8	7	38	2	-10	-2	5	1.4
c1ccc(-c2nc(NC3CC3)nc(-n3ccnc3)n2)cc1	10	36	21	20	-3	1	32	1	-1.8
CCc1occc(=O)c1Oc1cc(NN2CCCCC2)c([N+](=O)[O-])cc1[N+](=O)[O-]	16	2	16	23	0	3	19	2	0.1
O=C(NCCNc1nccc(C(F)(F)F)n1)c1cccc(C(F)(F)F)c1	4	-7	9	13	-2	1	14	-2	-2.4
COc1cccc(CC2(CO)CCCN(Cc3cc4ccccc4[nH]3)C2)c1 (stereo unspecified)	10	-5	8	6	-1	-9	4	-5	0.9
O=C(CC1C(=O)NCCN1Cc1ccc(F)cc1Cl)NCc1ccon1 (stereo unspecified)	-5	3	19	-22	-4	-10	10	-7	2.9
COc1cc2c(cc1OC)C(c1ccccc1O)NCC2 (stereo unspecified)	14	-8	-33	-17	0	8	-6	-3	0.6
O=C(CCc1nc(-c2ccccc2)no1)NCCc1ccccc1	2	-1	12	-16	-3	-1	4	2	0.5
O=C(c1cc(-c2ccccc2)nn1-c1ccccc1)N1CCN(S(=O)(=O)c2ccc(F)cc2)CC1	11	1	7	48	-2	-5	16	1	2.2
CCC(C)/C(C)=N/Nc1ccc(S(N)(=O)=O)cc1[N+](=O)[O-] (stereo unspecified)	12	-6	14	-38	-1	9	18	1	-1.0
COc1ccc(C2CC(c3ccc(OC)c(OC)c3)=NN2C(=O)c2ccccc2)cc1 (stereo unspecified)	17	16	13	10	0	7	26	5	1.8
Cc1ccc(C(=O)Oc2cccc(NC(=O)c3cccs3)c2)cc1S(=O)(=O)N1CCOCC1	-2	-9	2	11	2	-6	29	-1	0.4
Cc1cc(C)c(S(=O)(=O)N2CCCC2=O)c(C)c1	-7	10	0	14	-5	-2	10	-1	-0.4
C=CCN(c1ccccc1)S(=O)(=O)c1ccc2c(c1)oc(=O)n2C	8	-26	-25	-9	1	2	-15	-2	-2.3
Cc1ccn2cc(-c3cccc(NC(=O)CCC(=O)O)c3)nc2c1	10	6	13	4	0	-3	15	-1	1.7
COc1cccc(C(=O)N2CCN(Cc3ccccc3[N+](=O)[O-])CC2)c1	14	-2	16	-10	-1	-5	18	-2	-0.9
CC/C(=N\NC(N)=O)c1ccc(OC(F)F)cc1	-2	3	7	15	-6	4	-8	-1	2.3
CCCC(=O)Nc1cc(C)c(NC(=O)c2ccccn2)cn1	3	13	9	14	1	3	10	4	3.4
O=C(/C=C/c1ccc2c(c1)OCO2)Nc1nc2ccccc2s1	4	-28	-10	48	-1	-2	-26	5	8.0
COc1ccc(-c2cc(=O)c3ccccc3[nH]2)cc1	10	17	5	10	-1	1	13	0	2.9
Cc1ccc(CN(Cc2cc3cc4c(cc3[nH]c2=O)OCCO4)Cc2nnnn2Cc2ccco2)cc1	1	-9	24	6	1	-3	10	-1	0.6
C[N+]1(CCOc2ccc([N+](=O)[O-])cc2)CCOCC1	-9	-1	10	-19	-4	-1	11	-5	-1.4
CN1C(=S)SC(/[N+]([O-])=C\c2ccccc2F)C1(C)C (stereo unspecified)	9	-19	-5	23	1	-10	2	-3	-1.2
O=C(NN1C(=O)/C(=C\c2cccnc2)SC1=S)C(c1ccccc1)c1ccccc1	2	40*	46*	30	1	-3	35	0	-2.1
O=C(CSc1nc2c(cnn2-c2ccccc2)c(=O)[nH]1)NCC1CCCO1 (stereo unspecified)	3	-3	5	-12	0	-3	5	0	0.9
O=C1c2ccccc2C(=O)N1CCC(c1ccc(F)cc1)c1ccco1 (stereo unspecified)	8	6	21	13	-2	3	20	4	1.9
CC(CCN1CCOCC1)c1ccccc1 (stereo unspecified)	24	-5	4	33	-2	3	11	1	0.2
CCN(CC)c1ccc(C(=O)OCC(=O)Nc2ccc3[nH]c(=O)[nH]c3c2)cc1	14	-2	14	0	-1	2	17	-2	-0.7
Cc1cccc(N(C(=O)c2sc(C)nc2C)C(C(=O)NCC2CCCO2)c2ccccc2)c1 (stereo unspecified)	21	12	-4	32	0	3	5	-4	4.1
CCNc1nc(NCC)nc(N/N=C/c2ccc(O)c(OC)c2)n1	9	-13	5	23	-2	-4	-1	0	2.2
CC(c1ccco1)N(C(=O)COc1ccccc1[N+](=O)[O-])c1ccccn1 (stereo unspecified)	16	0	8	9	-1	3	7	-2	0.1
COC(=O)c1cc(NC(=O)c2c(F)c(F)c(F)c(F)c2F)cc(C(=O)OC)c1	-12	22	26	7	-3	-13	19	-3	1.2
N#Cc1ccc(/C=C2\CCn3c2nc2cc(C(=O)O)ccc2c3=O)cc1	8	7	-4	-11	-1	-11	11	0	0.1
CC1CCN(C(=O)c2nc[nH]c2C(=O)OCCNC(=O)OC(C)(C)C)CC1	7	-5	2	-9	-3	-2	-4	0	0.9
CN1C(C)(C)CC(NC(=O)CCC(=O)NC2CC(C)(C)N(C)C(C)(C)C2)CC1(C)C	-17	-4	16	-3	1	3	-4	-1	0.1
COc1cc(C#N)ccc1OC(=O)C1CCN(C(=O)c2ccc(F)cc2)CC1	-63	7	-11	22	3	4	-5	1	0.3
CC(C)c1ccc(NC2CCCN(C(=O)CCN3CCCCC3=O)C2)cc1 (stereo unspecified)	-3	7	-9	15	-5	2	-6	-3	-0.5
Cc1cccc(-c2noc(-c3ccno3)n2)c1	10	5	-1	-16	2	3	0	3	6.6
Nc1nc(SCC(=O)Nc2ccc(Br)cc2F)n[nH]1	0	-4	-10	11	-5	-2	-1	0	-3.2
CCCCCCCCNc1ncnc2ccccc12	-7	13	-27	15	2	-8	20	-4	7.6
Cc1ccc(S(=O)(=O)NCCSC(C)(C)C)cc1	6	6	18	21	-4	-1	16	-1	0.7
COc1ccc(S(=O)(=O)Nc2cccc(-n3cnnn3)c2)cc1	-9	-1	2	2	1	-2	-9	-4	1.1
COc1ccc(C2=CSC3=NCCN23)cc1[N+](=O)[O-]	10	-7	-5	9	0	-8	-7	-2	0.2
Cc1cc(NC(=O)CSc2nnnn2C2CCCC2)no1	-4	-5	-7	16	-4	-1	-11	1	-1.5
COc1cccc(/C=N/NC(=O)c2ccc(N(C)S(=O)(=O)c3ccccc3)cc2)c1OC	7	8	22	-16	0	2	10	3	-2.2
O=C(NC1CCSC1=O)c1ccccc1 (stereo unspecified)	24	-1	7	18	-1	1	5	-1	-2.4
Cc1ccc(C(=O)COc2nc(C)nc3ccccc23)cc1	10	-8	-10	10	-1	0	0	0	-1.4
CN(C)c1cc(-c2cccc([N+](=O)[O-])c2)oc(=O)c1Cl	12	-20	-15	10	-3	2	-22	-1	-1.7
O=C1CN(C(=O)c2ccc(Br)o2)C(c2ccccc2)c2cc(F)ccc2N1 (stereo unspecified)	20	12	26	23	-4	-6	24	7	-0.2
